Screens deposited in PubChem by Sanford-Burnham Center for Chemical Genomics.
hIAP act – increases human intestinal alkaline phosphatase activity; purified human IAP, CDP-Star luminescence, 30 min; stronger effect = higher value; 1 = vehicle-only enzyme, 0 = enzyme-free background; activation factor at 10 µM; 330,000 tested, 0.16% active; AID 2524;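 active = activation factor of the enzyme at least 2-fold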; note: the source names both 10 and 20 µM as test concentration; values of inactives mirror those of a sister screen read the other way
Target sequence (P09923 whole entry, looked up): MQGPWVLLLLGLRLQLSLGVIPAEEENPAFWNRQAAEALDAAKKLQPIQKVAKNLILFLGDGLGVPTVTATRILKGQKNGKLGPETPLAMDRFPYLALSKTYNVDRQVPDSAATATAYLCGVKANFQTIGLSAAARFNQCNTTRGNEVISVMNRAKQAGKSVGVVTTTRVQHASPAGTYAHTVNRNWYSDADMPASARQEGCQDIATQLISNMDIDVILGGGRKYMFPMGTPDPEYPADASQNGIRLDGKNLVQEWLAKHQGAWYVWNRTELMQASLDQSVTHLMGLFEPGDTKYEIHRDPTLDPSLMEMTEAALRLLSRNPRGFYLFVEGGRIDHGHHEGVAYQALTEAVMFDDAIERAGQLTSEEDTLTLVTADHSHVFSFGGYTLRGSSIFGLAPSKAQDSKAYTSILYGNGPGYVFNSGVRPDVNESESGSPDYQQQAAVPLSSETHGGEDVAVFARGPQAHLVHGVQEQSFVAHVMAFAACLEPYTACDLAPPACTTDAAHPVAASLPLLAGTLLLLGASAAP
mIAP act – mouse IAP activation | activation factor at 10 µM | 330,000 tested, 0.24% active | muIAP, CDP-Star luminescence, 30 min; stronger effect = higher value; 1 = vehicle-only enzyme signal, 0 = enzyme-free wells | AID 2805;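 active = activation factor of at least 2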; note: the source names both 10 and 20 µM as test concentration; values of inactives mirror those of a sister screen read the other way
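Assay system: mouse IAP enzyme; reagent: chemiluminescent substrate CDP-Star; dosing: test compounds delivered from DMSO solution; schedule: 30 min at room temperature; measured by: luminescence from enzymatic CDP-Star hydrolysis; controls: DMSO-only wells and no-enzyme negative control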
beta cell repl – induces beta-cell replication in MIN6 cells | proliferation, % at 10 µM | MIN6 cells proliferation, ATPlite luminescence, 48 h; cells starved in 0.2% serum; 100% = growth in 10% serum | 330,000 tested, 0.29% active | AID 2380;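 active = compounds whose signal lies at least 3.5 SD above the mean of all wells on their plate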;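 note: 0% = DMSO-treated cells in low-serum medium and 100% = 10% serum control; some compounds called inactive have numbers as strong as hits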
hIAP inh – blocks human intestinal alkaline phosphatase. P09923. purified IAP, CDP-Star luminescence, 30 min. inhibition, % at 10 µM. 330,000 tested, 0.12% active. AID 2544;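 active = inhibition reaching a set limit with compound at 10 µM in the primary screen, cut at about 35% in these data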;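 note: plate controls were DMSO wells with enzyme for no effect and no-enzyme buffer wells for full effect; values of inactives mirror those of a sister screen read the other way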
A3A deaminase – human APOBEC3A DNA deaminase inhibition; recombinant A3A, FAM/TAMRA ssDNA deamination fluorescence; inhibition, % at 20 µM; 330,000 tested, 0.41% active;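 active = at least 40% inhibition at 20 µM here, with at most 30% in a related deaminase screen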;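 note: plate controls were A3A with DMSO for no effect and wells lacking A3A enzyme for full effect; some results filed as inactive read as strong as hits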
APOBEC3G inh – APOBEC3G (human) deaminase inhibition | recombinant A3G, ssDNA deamination FAM/TAMRA fluorescence | 330,000 tested, 0.28% active | inhibition, % at 20 µM | AID 493012 | Q9HC16;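 active = inhibition of at least 40% at 20 µM, with no more than 30% in the related APOBEC3A deaminase screen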;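 note: plate controls were DMSO wells with A3G for no effect and wells lacking A3G enzyme for full effect; some compounds called inactive have numbers as strong as hits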
Target sequence (Q9HC16 whole entry, looked up): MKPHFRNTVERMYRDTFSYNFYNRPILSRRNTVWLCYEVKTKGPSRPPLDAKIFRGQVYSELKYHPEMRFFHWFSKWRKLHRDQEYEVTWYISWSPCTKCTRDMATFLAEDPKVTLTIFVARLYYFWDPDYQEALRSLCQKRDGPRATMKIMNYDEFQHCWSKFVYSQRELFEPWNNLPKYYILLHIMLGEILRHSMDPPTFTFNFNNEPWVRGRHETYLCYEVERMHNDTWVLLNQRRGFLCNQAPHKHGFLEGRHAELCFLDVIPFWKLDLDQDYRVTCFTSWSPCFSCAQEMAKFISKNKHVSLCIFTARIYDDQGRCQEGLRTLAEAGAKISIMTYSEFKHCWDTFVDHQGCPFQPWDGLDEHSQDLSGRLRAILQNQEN
GRIN3A LBD mod – NR3A (human) ligand-binding domain modulation | AID 1259313 | NR3A LBD differential scanning fluorimetry, Tm shift; 0% = protein alone, 100% = glycine-bound protein | Tm shift relative to glycine control, % at 25 µM | 340,000 tested, 2.5% active;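 active = melting temperature shift of at least 10% of the positive control shift, at one fixed dose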
mIAP inh – blocks mouse intestinal alkaline phosphatase. purified mouse IAP, CDP-Star luminescence, 30 min. inhibition, % at 10 µM. 330,000 tested, 0.2% active. AID 2806;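 active = inhibition of at least 40% at 10 µM in the primary screen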;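 note: plate controls were DMSO with enzyme for no effect and no enzyme wells for full effect; values of inactives mirror those of a sister screen read the other way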
MPTP block – inhibitors of mitochondrial permeability transition pore; isolated mouse mitochondria, Ca2+ swelling absorbance, 30 min; inhibition, % at 10 µM; 360,000 tested, 1.4% active; AID 602449;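 active = inhibition of 50% or more, scaled per plate between neutral and stimulator controls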;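 note: 0% = DMSO wells given calcium and 100% = 1 mM EGTA wells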
Active calls of the source: *; . = not tested or not shown; & = joins results of further samples. Random draw from the library (roughly 5% active in at least one column).

structure	mIAP inh	hIAP inh	hIAP act	GRIN3A LBD mod	beta cell repl	mIAP act	A3A deaminase	APOBEC3G inh	MPTP block
CCN(CC(=O)Nc1cc(Cl)ccc1C)C(=O)c1cc([N+](=O)[O-])ccc1N1CCOCC1	8	9	0.91	2	-3	0.92	80*	3	-0.4
N#C/C(=C/C=C/c1ccccc1)C(=O)Nc1ccccc1	-10	3	0.97	4	-5	1.1	3	1	0.4
O=C1CCCc2nc(N3CCCCC3)sc21	-3	7	0.93	3	-1	1	0	-5	-2.4
Cc1ccc(CSc2ccc(C(=O)N3CCOCC3)cc2[N+](=O)[O-])cc1	8	3	0.97	1	0	0.93	-1	-6	-0.6
N/C(=N\OC(=O)c1cc(-c2ccccc2)nc2ccccc12)c1ccncc1	4	15	0.85	-34	-3	0.96	-4	-8	0.3
Cn1c(C(=O)N2COCC2(C)C)cc2c(=O)n3ccccc3nc21	-7	-5	1	-2	-3	1.1	-5	-7	-1.1
COCCn1c(=O)[nH]c2cc(C(=O)OC)ccc2c1=O	-1	6	0.94	2	-1	1	0	-5	-1.5
Cc1cccc2sc(NC(=O)C3=NN(c4ccccc4)C(=O)CC3)nc12	2	6	0.94	-4	-1	0.98	-2	-3	1.7
COc1ccccc1CN1CC(C(=O)NCCCc2ccc(F)cc2)CCC1=O (centres undefined)	-8	-28	1.3	0	-6	1.1	-4	1	0.6
Cc1nc(/C(=N/O)C(N)=O)cs1	3	10	0.9	1	-1	0.97	1	-8	0.3
Cc1ccc(C)c(C(=O)COc2ccc(C)nc2[N+](=O)[O-])c1	15	-51	1.5	0	-2	0.85	0	-3	-0.1
CCCCn1c(N)c(N(CCOC)C(=O)COc2c(C)cccc2C)c(=O)[nH]c1=O	5	6	0.94	-2	-2	0.95	27	2	0.5
CCn1c(CC(=O)Nc2ccc(Cl)cc2)nnc1SCC(=O)N1CCOCC1	5	4	0.96	0	-2	0.95	-4	-9	-2.8
CCSc1nnc(NC(=O)Cc2ccc(OC)c(S(=O)(=O)N3CCOCC3)c2)s1	-6	-1	1	-2	-4	1.1	-2	-6	1.5
COc1ccc(OCC(=O)N/N=C/C2CC=CCC2)cc1 (centres undefined)	8	6	0.94	1	6	0.92	-2	-3	-6.9
CCOc1ccc(NC(=O)CN(C)C(=O)c2cccc(S(=O)(=O)N3CCCC3)c2)cc1OCC	0	8	0.92	3	-2	1	-1	-9	1.6
COC(=O)c1ccc2nc(Nc3nc4c(F)cc(F)cc4s3)sc2c1	-11	-61	1.6	22*	1	1.1	3	-2	101*
CCOC(=O)c1ccc(NC(=O)CSc2ccc(-c3ccccn3)nn2)cc1	11	0	1	-9	-5	0.89	-2	-5	0.1
O=C(CNC(=S)N(Cc1ccccc1F)C1CCCCC1)NC1CC1	0	18	0.82	11*	-4	1	2	0	-1.0
CCCCSc1cc(=O)[nH]c(N)n1	-3	-9	1.1	-1	0	1	8	8	-0.9
CCc1nccn1S(=O)(=O)c1ccc(OC)c(C)c1C	-14	-7	1.1	-2	-3	1.1	6	2	0.3
COC(=O)c1nn(-c2ccccc2)c(Cl)c1/C=N/O	-20	-15	1.2	-5	-3	1.2	1	-4	0.4
COC(=O)c1ccc(S(=O)(=O)N(C2CCCCC2)C2CCCCC2)n1C	7	-2	1	0	-4	0.93	3	12	4.0
COc1ccc(C)cc1S(=O)(=O)N(CC(=O)O)c1ccc(F)cc1	1	-11	1.1	1	1	0.99	-3	-7	0.4
O=C(NCC(=O)N1CCN(c2ccccc2)CC1)c1ccc(Cl)cc1	4	2	0.98	1	1	0.96	-4	-8	1.8
C=CCSc1nc(N)c2c3c(sc2n1)CN(C)CC3	7	6	0.94	-1	2	0.93	-2	-5	-1.2
O=C(O)c1ccc(Oc2ccc(C(F)(F)F)cn2)cc1	10	-4	1	-3	-1	0.9	-3	-4	-1.8
CC1(C)CC(=O)C2=C(C1)N(c1ncn[nH]1)C(N)=C(C#N)C2c1ccccc1 (centres undefined)	0	-12	1.1	-4	0	0.99	0	-10	4.6
CSc1ncccc1C(=O)NCC12CC3CC(CC(C3)C1)C2	-4	9	0.91	0	0	1	-5	-7	-1.5
Cc1cccc(NC(=O)CCN2CCN(C)CC2)c1	-10	-14	1.1	-2	-4	1.1	-6	0	-0.3
O=C(O)C1CSC(c2ccco2)N1 (centres undefined)	27	4	0.96	-2	-5	0.73	-4	-8	2.3
O=C(Cn1ccc(NC(=O)OCc2ccccc2)nc1=O)NCCCN1CCCC1=O	-13	-8	1.1	0	-1	1.1	0	7	0.8
Fc1cccc(NC(=S)NC2CCCCCCC2)c1	-93	-46	1.5	4	-7	1.9	-2	0	75*
Cc1ccnc(N=O)c1	3	.	.	1	.	0.97	3	39	-1.5
Cc1nc2cc(C(=O)OCC(=O)NC3CCS(=O)(=O)C3)ccc2n1-c1ccccc1 (centres undefined)	4	6	0.94	0	-5	0.96	0	-4	-7.2
COc1cc(CCC(=O)OCC(=O)N(CCC#N)c2ccccc2)cc(OC)c1OC	0	-18	1.2	-4	-1	1	0	-3	-1.8
COc1cc(/C=C2/SC(=S)N(Cc3ccccc3)C2=O)cc(OC)c1O	23	39*	0.61	0	-6	0.77	3	3	8.1
COc1ccccc1NC(=O)Cc1noc(CSc2cc(C)c3ccccc3n2)n1	6	13	0.87	0	-2	0.94	0	-1	2.6
CN1CCc2c(sc3nc(SCC(N)=O)n(-c4ccccc4)c(=O)c23)C1	9	13	0.87	0	-3	0.91	0	3	-4.9
Cc1cccc(NC(=O)CSc2ccc(-c3cccs3)nn2)c1C	-1	7	0.93	1	0	1	1	-4	0.2
O=C(Nc1ccc(Cl)c(Cl)c1)N1CCCCCC1	-7	-18	1.2	0	-3	1.1	-3	-6	2.1
O=C(Nc1ccc(Br)cc1)C1CCCC1	-3	11	0.89	1	-1	1	-2	0	-1.0
Cc1ccnc(NS(=O)(=O)c2ccc(NC(=O)c3cncc(Br)c3)cc2)n1	2	11	0.89	8	-1	0.98	-3	-6	-0.2
CCOC(=O)CCC(=O)Nc1ncnc2c1C(c1ccccc1)c1c(ccc3ccccc13)O2 (centres undefined)	-10	-4	1	-11	-6	1.1	4	4	-0.3
CCC(CC)C(=O)Nc1cccc(C(=O)NCCc2ccccc2)c1	-8	11	0.89	-1	-2	1.1	-1	-6	-0.3
Cc1ccc(NC(=O)CCc2ccc(C)o2)c(Br)c1	0	-11	1.1	-1	-3	1	-2	-5	-0.9
CC(C)(C)Nc1nc(Nc2ccc([N+](=O)[O-])cc2)nc(NC(C)(C)C)n1	11	-18	1.2	-2	-4	0.89	-3	0	3.7
COc1ccc(CCN2C(=O)CC(Nc3ccc(N4CCOCC4)cc3)C2=O)cc1OC (centres undefined)	1	2	0.98	-1	3	0.99	-3	-10	2.3
COC(=O)/C=C1/S/C(=N/NC(=O)c2ccccc2C)NC1=O	18	-27	1.3	-2	1	0.82	53*	-7	-1.0
CC(C)CN1CC(C(=O)O)CC1=O (centres undefined)	12	3	0.97	-1	-3	0.88	-2	-3	0.6

Additional structures.
structure	mIAP inh	hIAP inh	hIAP act	GRIN3A LBD mod	beta cell repl	mIAP act	A3A deaminase	APOBEC3G inh	MPTP block
O=C1C2=C(c3ccccc31)[N+](=O)[C@@H]1CCCC[C@@H]1N2[O-]	13	5	0.95	0	-2	0.87	3	3	0.1
COCCN(C(=O)Cc1cccs1)C(C(=O)NCc1ccc(OC)cc1)c1ccc(C(C)C)cc1 (centres undefined)	-24	-13	1.1	9	-4	1.2	-3	-2	1.1
COc1ccccc1N(CC(=O)NCCc1ccccc1)C(=O)CCC(=O)Nc1nccs1	-9	-18	1.2	-2	0	1.1	-3	5	1.0
COc1ccccc1CN(Cc1ccco1)S(=O)(=O)c1ccc(-n2cnnn2)c(OC)c1	-3	-4	1	4	-4	1	-11	-4	1.2
Cc1cccc(OCC(=O)NCC(=O)N=Nc2c(O)[nH]c3ccc([N+](=O)[O-])cc23)c1	16	-41	1.4	-7	1	0.84	-2	-9	0.1
N#Cc1ncc(-c2ccc3c(c2)OCCOCCOCCOCCOCCO3)nc1C#N	-15	14	0.86	-5	-5	1.1	-2	-1	-0.1
CC(=O)Nc1ccc(NC(=O)CC2(CC(=O)N3CCOCC3)CCCC2)cc1	4	-6	1.1	1	-2	0.96	3	-3	1.5
O=C(COc1ccc(Cl)cc1)NC1=NN(c2ccccc2)C(=O)C1	8	19	0.81	-5	0	0.92	-2	-5	0.5
COc1cc(C2OC(=O)c3ccccc3S2)cc(OC)c1OC (centres undefined)	6	11	0.89	-2	-1	0.94	0	-5	1.8
Cc1ccc(NC(=S)NC(=O)C2CCC2)cc1C	5	-1	1	0	-7	0.95	3	-5	0.2
COc1cccc(CC2(CO)CCN(Cc3cn(C)nc3C)CC2)c1	-2	-14	1.1	5	0	1	-1	-3	0.5
COc1cc(NC(=O)CN2CCN(S(=O)(=O)c3ccc(C(C)C)cc3)CC2)cc(OC)c1	-30	-9	1.1	-6	0	1.3	0	-2	-4.0
CCOc1ccccc1-c1nc(-c2ccc(NC(=O)c3ccc(Br)o3)cc2)no1	14	-9	1.1	16*	0	0.86	1	-2	.
NC1=NC(c2ccc(Br)cc2)n2c(nc3ccccc32)N1 (centres undefined)	-7	3	0.97	-1&-10	-1	1.1	1	2	-0.3&2.0
CCOc1ccc(CCNC(=O)COC(=O)Cc2ccc(OC)c(OC)c2)cc1OCC	2	-8	1.1	1	5	0.98	-3	-6	-0.8
COc1ccc(C2CC(=O)Oc3c(C(CCN4CCCCC4)c4ccc(N(C)C)cc4)c(OC)cc(OC)c32)cc1 (centres undefined)	-3	-11	1.1	-3	-5	1	1	-4	-1.2
COc1c(CC=C(C)C)cc(C2CC(=O)c3c(O)cc(O)cc3O2)cc1CC=C(C)C (centres undefined)	24	-1	1	30*	-8	0.77	-4	-9	25
CCC(C)NC(=O)C1CC(=O)N(CCc2ccc(F)cc2)C1 (centres undefined)	2	-11	1.1	2	-5	0.97	-5	-1	0.2
CC(=O)Nc1ccc(NC(=O)Cn2cc3c(n2)CCCC3)cc1	6	3	0.97	0	-6	0.94	-2	-5	3.4
CC(=O)Nc1ccc(C(=O)/C=C/c2ccco2)cc1	-8	1	0.99	-2	-2	1.1	13	4	0.8
COc1ccc(Cl)cc1NC(=O)C1CSC(c2ccncc2)=N1 (centres undefined)	2	0	1	-1	0	0.98	4	-2	-0.5
O=C(O)CN1C(=O)COc2cc(S(=O)(=O)N3CCCC3)ccc21	6	-3	1	-2	-4	0.94	-2	-7	-3.0
C/C(=N\NC(=O)c1cccnc1)c1ccc(C)c([N+](=O)[O-])c1	2	6	0.94	-17	4	0.98	0	-5	-0.7
O=C(CSc1nc2ccccc2n1CC(=O)N1CCCC1)N1CCN(C(=O)c2ccco2)CC1	-2	-8	1.1	-3	-1	1	2	5	-0.8
CCOc1c(Br)cc(/C=C2\C(=O)N(CCC#N)N=C2C)cc1OC	3	5	0.95	0	-1	0.97	0	0	-2.3
